ABCB6 inh MLPCN: ABCB6 transporter inhibitors, primary screen, K562-ABCB6 cells, flow cytometry, MLPCN library | ATP-binding cassette sub-family B member 6 (Homo sapiens), Q9NP58 | K562-ABCB6 porphyrin accumulation, 1 h; hits give low values | fluorescence ratio to DMSO, % at 10 µM | 0.19% of 360,000 active;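 active means fluorescence ratio to DMSO below 75%, the collection mean minus 3 SD; inconclusive means too few cells collected in the well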;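 further: signal is porphyrin accumulated inside mitochondria; 100% equals median channel fluorescence of DMSO control wells; lower ratio means ABCB6 inhibition with less porphyrin fluorescence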
HTR2A ag: mouse Htr2a agonists via beta-arrestin recruitment, primary screen, cell-based, luminescence; 5-hydroxytryptamine receptor 2A (Mus musculus), P35363; CHO-K1 mHTR2A beta-arrestin complementation; percent of 30 µM serotonin response; activation, % at 7.6 µM; 0.66% of 360,000 active; AID 624169, 2012;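 active means activation above a run cutoff, the mean activation of all tested compounds plus 3 SD, cut at about 14% in these data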;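 further: 0% = plate median of compound wells and 100% = 30 µM serotonin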
Target sequence (P35363 whole entry, looked up): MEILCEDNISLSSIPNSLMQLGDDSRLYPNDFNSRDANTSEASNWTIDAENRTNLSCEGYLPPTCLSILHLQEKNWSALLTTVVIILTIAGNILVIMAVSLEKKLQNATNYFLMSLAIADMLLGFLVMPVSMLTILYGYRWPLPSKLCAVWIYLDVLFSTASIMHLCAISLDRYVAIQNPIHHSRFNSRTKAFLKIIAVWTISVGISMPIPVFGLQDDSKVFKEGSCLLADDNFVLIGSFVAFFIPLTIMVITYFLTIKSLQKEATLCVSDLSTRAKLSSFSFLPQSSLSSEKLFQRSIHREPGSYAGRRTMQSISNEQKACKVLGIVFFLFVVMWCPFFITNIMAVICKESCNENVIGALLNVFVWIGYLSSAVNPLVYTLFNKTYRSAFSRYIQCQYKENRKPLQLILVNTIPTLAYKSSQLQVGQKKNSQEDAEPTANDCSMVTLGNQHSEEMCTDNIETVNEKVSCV
Vif inh: HIV Vif self-association inhibitors, primary screen, imaging, HEK293T, single point; HEK293T cells, Vif self-association by quenched fluorescence, 24 h; inhibition, % at 7.49 µM; 0.35% of 340,000 active; AID 602346, 2012; in the data active means inhibition above about 50%, passing the limit was not always enough; inconclusive means no clear call, values can overlap the other calls; inactive means below about 31%; further: some results filed as inactive read as strong as hits
N-glyco inh: increase of ERlucT glycosylation luciferase signal, primary screen, N-linked glycosylation inhibitor project, D54 ERlucT cells, luminescence, set 2; D54 ERlucT glycosylation luciferase reporter, 24 h; percent of 100 nM tunicamycin response; reporter increase, % at 12.5 µM; 0.23% of 360,000 active;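 active means mean luciferase reporter signal, scaled so untreated is 0 and the glycosylation-blocking control 100, at or above a set limit in every replicate; inconclusive means mean reaches the limit but not every replicate does; inactive means mean below the limit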;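 further: luciferase carries N-glycosylation sites so blocking glycosylation raises the light; 0% = median of neutral control wells and 100% = median of 100 nM tunicamycin wells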
H9c2 protect: cardioprotection against H2O2-induced cell death, primary screen, uHTS, H9c2 cells, ATPLite luminescence; H9c2 cardiomyocytes, H2O2 injury protection, 2 h; AID 588492, 2011; 0.63% of 360,000 active; protection from H2O2 cell death, % at 20 µM;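 active means compounds giving at least 50% protection of heart cells from peroxide-induced death in the single-dose screen, raw or plate-pattern-corrected value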;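 further: 0% = DMSO wells with peroxide and 100% = DMSO wells without peroxide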
PDI inh: inhibitors of human PDI, primary screen, biochemical, turbidity, single point, plate reader; PDI insulin aggregation turbidity, A650, 90 min; 0.052% of 350,000 active; inhibition, % at 10 µM; AID 588391, 2011; Protein disulfide-isomerase (Homo sapiens), P07237;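 active means mean inhibition across replicates of 30% or more, whatever share of single replicates reach that level; inconclusive means mean inhibition below 30% while every single replicate reaches 30%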;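 further: absorbance from insulin aggregation driven by PDI reduction with DTT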
CaV13 FRET inh: Disruptors of the CACNA1D IQ motif to Ca2+-dependent inactivation inhibitor domain association, primary screening, Förster resonance energy transfer in intact living … | HEK cells, CFP/YFP FRET ICDI-IQ, plate reader, 10 min; percent FRET-ratio fall versus neutral wells | inhibition, % at 12.3 µM | 0.098% of 340,000 active | AID 743397;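 active means mean replicate inhibition of at least 30% and at least 1% of replicates passing that level; inconclusive means only one of the two criteria is met; inactive means neither criterion is met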;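 further: 0% = median of the neutral control wells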
MC4R barr agon: MC4R agonists recruiting beta-arrestin, primary screen, cell-based, luminescence, agonist arm of biased-ligand search; Melanocortin receptor 4 (Homo sapiens), P32245; U2OS MC4R beta-arrestin complementation; percent of melanotan II response, DMSO zero; activation, % at 8.9 µM; 0.98% of 360,000 active; AID 540308, 2011;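 active means activation above a per-plate cutoff, the mean activation of sample wells on that plate plus 3 SD, cut at about 8% in these data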
Target sequence (P32245 whole entry, looked up): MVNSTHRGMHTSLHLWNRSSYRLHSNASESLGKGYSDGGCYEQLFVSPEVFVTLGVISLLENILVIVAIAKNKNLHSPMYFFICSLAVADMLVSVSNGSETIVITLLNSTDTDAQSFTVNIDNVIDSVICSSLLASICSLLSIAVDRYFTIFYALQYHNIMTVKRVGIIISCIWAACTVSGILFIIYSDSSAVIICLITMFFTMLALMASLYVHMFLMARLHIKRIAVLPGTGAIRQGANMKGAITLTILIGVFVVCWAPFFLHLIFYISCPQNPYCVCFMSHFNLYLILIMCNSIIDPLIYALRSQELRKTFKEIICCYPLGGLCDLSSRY
MC4R antag cAMP: MC4R antagonists of cAMP signaling, primary screen, cell-based, TR-FRET, antagonist arm of biased-ligand search; Melanocortin receptor 4 (Homo sapiens), P32245; MC4R-expressing cells, MTII-stimulated cAMP, LANCE TR-FRET; inhibition, % at 6.5 µM; 0.48% of 360,000 active;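 active means inhibition above its plate's cutoff, the mean of tested wells on that plate plus 3 SD, cut at about 29% in these data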;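 further: 0% = Melanotan II alone and 100% = Melanotan II plus saturating MCL0020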
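System: U2OS-MC4R stable cell line; Technique: Eu-cAMP/anti-cAMP TR-FRET, emission 671 nm; Repeats: single well per compound; Also added: Melanotan II; Dosing: one concentration, 6.5 µM nominal; Schedule: 30-min compound, 1-h challenge, 1-h detection, room temperature.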
aDG glyco act: activators of alpha-DG glycosylation, primary screen, uHTS, Pro5-aDG cells, AlphaScreen | activation, % at 10 µM | 0.22% of 360,000 active | alpha-DG glycosylation AlphaScreen (IIH6); 0% Pro5, 100% B10-LARGE cell signal | AID 624168, 2012;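 active means activation of at least 8% versus controls, or a plate z-score of at least 8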;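 further: Pro5 are CHO cells carrying HIG-tagged alpha-DG that lacks glycosylation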
* marks the source's active call; other numbers are inactive results; ? = inconclusive; . = no result given; & = joins results of further samples.

No.	compound	ABCB6 inh MLPCN	HTR2A ag	Vif inh	N-glyco inh	H9c2 protect	PDI inh	CaV13 FRET inh	MC4R barr agon	MC4R antag cAMP	aDG glyco act
1	CC(=O)c1ccc(N(C(=O)c2ccco2)C(C(=O)NC2CCCC2)c2ccc(N3CCOCC3)cc2)cc1 (stereo not drawn)	91	2	-5	2	4	-5	5	-2.5	3	0.1
2	O=C(Nc1ccccc1)SC1CCCCC1	103	2	11	1	-8	-1	-5	0.0	6	-0.1
3	COc1cc(C=Nc2c(C)cc(C)cc2C)ccc1OC(C)=O	105	13	8	4	4	10	-2	-2.1	5	-0.3
4	COc1ccc(NC(=O)c2cc([N+](=O)[O-])ccc2N2CCCC2)cc1	99	1	-2	-1	3	8	-4	-2.1	10	-0.3
5	O=C(NC(Cc1c[nH]c2ccccc12)C(=O)N1CCOCC1)c1cccs1 (stereo not drawn)	91	4	15	1	2	9	-9	-0.7	9	-0.6
6	CC(C)C(NS(=O)(=O)/C=C/c1ccccc1)C(=O)NCc1ccc(F)cc1 (stereo not drawn)	100	-1	-7	-1	2	-2	-4	-2.7	-1	0.0
7	CCOc1ccc(C2Nc3ccccc3NC3=C2C(=O)CC(C)(C)C3)cc1OC (stereo not drawn)	66*	-1	-3	3	11	0	-8	-1.8	-2	0.0
8	Fc1ccc(Nc2nc(NCc3ccco3)c3ccccc3n2)cc1	94	-11	-33	-11	-20	22	-5	2.0	-7	0.7
9	O=[N+]([O-])c1ccccc1/C=C/C=N/N1CCCCC1	101	-2	-3	1	-17	1	-5	-1.5	9	-0.1
10	COc1ccc(NC(=O)CC2Oc3ccccc3NC2=O)c(OC)c1 (stereo not drawn)	101	11	-2	0	3	2	-14	-1.4	10	0.0
11	Cc1ccc(NC(=O)COc2coc(CN3CCc4ccccc4C3)cc2=O)cc1Cl	93	4	-10	-1	-3	7	-6	7.1	3	0.8
12	C[C@@H]1CN([C@@H](C)CO)C(=O)c2cc(C#CCN(C)C)cnc2O[C@H]1CN(C)Cc1ccc2c(c1)OCO2	96	-4	3	2	11	2	.	0.5	7	-0.2
13	COC(=O)CCN(C(=O)c1cc(OC)c(OC)c(OC)c1)c1ccccn1	98	3	2	1	-2	1	-9	-2.5	3	0.0
14	CNC(=S)N/N=C/c1ccc(-c2cc([N+](=O)[O-])ccc2Cl)o1	87	3	4	2	20	11	2	1.0	-11	-0.6
15	COC(=O)[C@@]1(Cc2ccc(OC)cc2)[C@H]2c3cc(C(=O)N4CCCC4)n(CCc4c[nH]c5ccccc45)c3C[C@H]2CN1C(=O)c1ccccc1	97	4	.	.	.	.	-5	.	.	-0.1
16	COCCNc1nc2c(c(=O)n(Cc3ccccc3F)c(=O)n2C)n1C	99	3	8	1	0	5	-20	-1.3	3	-0.2
17	COc1ccc(C(=O)Nc2ccc(Nc3ccccc3)cc2)cc1Br	101	-6	2	6	-5	-4	-3	9.4*	-3	0.3
18	CC(=O)Cn1c(=O)c2c(nc3n2CCCN3Cc2ccccc2)n(C)c1=O	98	1	3	3	-2	-2	-4	-1.4	-4	-0.1
19	O=C1/C(=C/c2ccccc2Cl)SC(=S)N1CCC(=O)N1CCCCC1CCO (stereo not drawn)	88	4	-3	4	-8	1	-7	-2.3	3	1.7
20	Cc1ccc(C(=O)CCC(=O)N2CCC(C(N)=O)CC2)cc1	106	1	-1	0	4	-3	4	-1.2	-3	-0.3
21	CCCN1CNc2c(c(=O)[nH]c(=S)n2CCc2ccc(OC)c(OC)c2)C1	98	4	-5	-2	17	9	.	2.4	4	-0.3
22	CCCOC(=O)Oc1ccc2c(=O)c(Oc3cc(C)cc(C)c3)coc2c1	102	-1	2	1	0	12	-5	0.8	-10	0.0
23	COc1ccccc1NC(=O)/C=C/c1ccc(OC)c(S(=O)(=O)N2CCOCC2)c1	100	3	8	1	11	-6	-19	-1.7	14	0.0
24	CCc1cccc(C)c1NC(=O)Cn1c(NCCO)nc2ccccc21	102	-3	0	-1	-1	10	-4	2.4	3	0.0
25	c1cnc(N2CCN(Cc3ccc4c(c3)OCO4)CC2)nc1	100&95	42*	-3&-3	0&-2	-9&-6	6&-12	-5&-7	-0.2&1.6	6&8	-0.2&-0.1
26	CNc1cc([N+](=O)[O-])ccc1N/C=C/C(=O)c1ccc2c(c1)OCO2	95	13	6	-1	7	15	-10	-3.0	3	-0.1
27	C[C@H](CO)N1C[C@H](C)[C@@H](CN(C)C(=O)Nc2ccc3c(c2)OCO3)Oc2ccc(NC(=O)CCN3CCOCC3)cc2C1=O	90	1	.	1	5	5	-13	0.8	3	0.0
28	O=C1CCCC2=C1C1(CCCC1)N=C(Nc1nc3cc(-c4ccccc4)ccc3o1)N2	92	-3	.	-11	-18	-1	-8	1.8	3	0.4
29	Cc1cc(NC(=O)CCC(=O)N(Cc2ccccc2)C(C(=O)NC2CCCC2)c2ccco2)no1 (stereo not drawn)	100	-3	-7	-3	-1	-3	4	-2.1	2	0.0
30	CN1/C(=C\C=C2\N=C(c3ccc(F)cc3)OC2=O)C(C)(C)c2ccccc21	323	-2	0	1	-8	11	.	-2.0	7	0.2
31	COc1ccc(NC(=O)CSc2nc3c(c(=O)n2-c2ccc(F)cc2)SCC3)cc1	103	10	1	2	10	7	-5	0.9	7	0.0
32	CN(C(=O)C1CCOC1)c1nnc(C2CCOC2)s1 (stereo not drawn)	99	-2	7	-2	-2	0	-4	-0.5	10	0.2
33	COCCSc1ccccc1C(=O)N1CCc2ccccc2C1	100	1	6	2	1	0	-5	-0.1	6	-0.2
34	O=C(N/C(=C/c1ccc(Br)cc1)c1nc2ccccc2[nH]1)c1ccco1	93	0	-2	0	-8	-10	.	-0.3	-1	0.1
35	O=C(CSc1nnc(CCCN2C(=O)c3cccc4cccc(c34)C2=O)n1-c1ccccc1)N1CCCCC1	92	-5	-9	0	17	3	-2	-0.5	-14	0.4
36	CC(C)(C)c1ccccc1NC(=O)Cn1cnc2cc([N+](=O)[O-])ccc2c1=O	101	-2	5	-1	16	-1	-2	-2.4	-1	1.0
37	Cc1cc(C(=O)Nc2ccccc2[N+](=O)[O-])cs1	98	-8	-7	1	-6	-5	.	-0.9	7	-0.1
38	COc1cccc2[nH]c3c(N4CCC(C)CC4)ncnc3c12	94	-5	-10	13	2	2	-7	-0.9	-4	2.3
39	CC(C)[C@H](NC(=O)N1CC(=O)Nc2ccccc21)C(=O)N1CCC[C@@H]1C(=O)O	97	4	-5	-1	-1	.	.	-0.9	1	0.2
40	CNC(=O)c1oc(-c2ccccc2)nc1C	95	-4	0	3	12	5	-5	-3.9	5	-0.2
41	CC(Oc1ccccc1F)c1nnc(SCC(=O)Nc2ccc(N3CCOCC3)cc2)o1 (stereo not drawn)	97	8	4	-1	14	17	-2	-0.6	3	-0.2
42	O=C(Nc1ccc(-c2nc3cccnc3s2)cc1)c1ccc(Br)o1	99	4	1	-6	-2	.	-6	1.9	13	-0.4
43	Cc1ccccc1-n1c(SCC(=O)N/N=C/c2c(C)nn(-c3ccccc3)c2C)nc2ccccc2c1=O	107	-4	-3	-9	23	-7	-3	1.3	-5	0.2
44	C[C@@]12CCC=C[C@H]1[C@H](c1ccccc1Br)N(Cc1ccccc1)C2=O	95	3	-1	1	-17	-5	-7	2.2	8	0.4
45	O=C(Nc1cc(Cl)cc(Cl)c1)c1ccc(Cn2c(=O)[nH]c3ccsc3c2=O)cc1	97	-4	-2	21	4	.	.	20*	7	-0.1
46	COc1cc(C(=O)NC(C)C2CC3CCC2C3)ccc1OC(F)F (stereo not drawn)	98	-13	-1	-2	-5	-6	-18	-0.9	-4	0.4
47	Cc1ccc2c(CN3CCC(C)CC3)cc(=O)oc2c1	99	-1	-4	-6	-1	-4	-4	-0.8	-1	0.0
48	O=C(NC1CCN(Cc2ccccc2)CC1)c1ccccc1OCc1ccccc1	89	-20	-2	0	2	-5	-2	1.3	-4	-0.1
49	CC(=O)N1CCN(C(=O)COC(=O)c2ccc(S(C)(=O)=O)cc2)CC1	95	0	1	0	9	-2	-8	-0.7	-6	-0.1
50	O=C(OCCN1CCCC1)C1(c2ccccc2)CCCC1	100	-2	5&1	-2	-5	-5	.	-0.8	2	0.0
51	COC(=O)Nc1[nH]ncc1[N+](=O)[O-]	107	2	17	-1	-3	7	-7	3.4	5	-0.5
52	O=C1/C(=C/c2cccs2)SC(=S)N1CC(=O)N1CCCCC1CCO (stereo not drawn)	94	-6	-2	-3	-6	5	-2	-3.3	-11	0.3
53	Cc1oc2c(c1C(=O)N1CCOCC1)C(=O)c1ccccc1C2=O	102	-3	.	-20	-37	14	-6	-0.4	-11	3.5
54	O=C(N/N=C/c1ccc(Cl)cc1)c1cc(-c2cccnc2)nc2ccccc12	98	-6	2	19	-3	-1	-1	-0.3	2	0.0
55	Cc1ccc(O)c(CNc2cccc(C)n2)c1	92	-7	-4	-3	-2	-4	-11	-0.1	-2	0.5
56	CSc1ccc(S(=O)(=O)NCC(=O)OCC(=O)N2CCC(C)CC2)cc1[N+](=O)[O-]	98	1	?	-1	24	0	-2	-1.7	3	0.2
57	COCCNc1oc(/C=C/c2cccc(OC)c2)nc1S(=O)(=O)c1ccccc1	95	-1	1	-1	1	-2	-6	-1.0	2	0.3
58	OC(CNc1nc(-c2cccnc2)nc2ccccc12)c1ccccc1 (stereo not drawn)	99	0	-8	14	32	-3	-3	-1.4	9	-0.1
59	CS(=O)(=O)N1CCN(c2ccccc2NC(=O)c2cc(Br)ccc2Cl)CC1	101	-6	-2	-1	6	5	-5	-2.9	-9	-0.4
60	Cc1ccc(S(=O)(=O)NC(=O)NCCCCNC(=O)NS(=O)(=O)c2ccc(C)cc2)cc1	103	5	.	-1	-14	-5	-5	0.0	14	0.1
61	O=C(NCC1CCCO1)c1ccc2c(=O)n(CC3CCCO3)c(=S)[nH]c2c1 (stereo not drawn)	96	1	-4	-3	2	-1	-4	0.2	2	-0.1
62	COc1ccccc1OCC(=O)N1CCCC(Nc2cccc(F)c2)C1 (stereo not drawn)	89	6	5	-1	4	-2	-6	-1.5	8	-0.1

High-throughput results as filed in PubChem BioAssay.
